S100A4 inh HTS: inhibitors of S100A4-myosin IIA peptide binding, primary screen, biochemical, fluorescence polarization, TAMRA-MyoIIA peptide | 0.14% of 360,000 active | AID 652163, 2013 | Protein S100-A4 (Homo sapiens), P26447 | inhibition, % at 10.7 µM;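 active = mean inhibition of at least 70% across replicates, with every replicate also reaching that level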
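Test system: S100A4 monomer protein; Medium: HEPES pH 7.2 with CaCl2, KCl, NaCl, DTT, Triton; Probe or stimulus: TAMRA-labelled myosin IIA heavy-chain peptide probe, 5 nM; Doses: one dose per compound; Times: polarization read 5 min after assay mix addition, stable 5–60 min; Benchmarks: neutral control DMSO, positive control TFP.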
E-selectin induc: E-selectin induction in HUVECs, primary screen, imaging, HUVEC, immunofluorescence imaging, single point; P16581; normalized: neutral wells 0, TNF-alpha wells 100; activation, % at 7.58 µM; 0.37% of 260,000 active; AID 686992, 2013;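 active = mean E-selectin-positive cell signal at least 10% of the positive control, reached in at least 60% of replicates, without over 20% cell loss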;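 also: in these data hits start at about 27%; measured in HUVEC primary endothelial cells; signal is the percent of cells scored E-selectin positive by PE staining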
Target sequence (P16581 whole entry, looked up): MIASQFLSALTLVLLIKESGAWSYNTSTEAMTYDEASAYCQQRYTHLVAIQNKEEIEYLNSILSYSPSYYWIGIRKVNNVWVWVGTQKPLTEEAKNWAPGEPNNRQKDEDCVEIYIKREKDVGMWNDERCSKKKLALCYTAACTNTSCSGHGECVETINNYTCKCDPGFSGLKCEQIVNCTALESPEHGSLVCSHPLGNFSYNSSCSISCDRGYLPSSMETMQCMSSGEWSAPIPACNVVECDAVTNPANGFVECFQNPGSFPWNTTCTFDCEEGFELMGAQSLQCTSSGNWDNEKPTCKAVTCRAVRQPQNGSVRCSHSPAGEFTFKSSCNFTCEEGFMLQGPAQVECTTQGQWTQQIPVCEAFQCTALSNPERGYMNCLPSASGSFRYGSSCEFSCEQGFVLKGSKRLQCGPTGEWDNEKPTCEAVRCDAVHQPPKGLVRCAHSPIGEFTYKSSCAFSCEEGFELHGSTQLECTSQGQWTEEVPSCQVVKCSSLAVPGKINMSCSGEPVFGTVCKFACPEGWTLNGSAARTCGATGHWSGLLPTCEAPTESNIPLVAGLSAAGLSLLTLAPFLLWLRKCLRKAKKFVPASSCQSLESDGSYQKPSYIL
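Material: HUVEC primary endothelial cells; Amount: 3,000 cells per well; Dosing: single concentration; Medium: EGM-2 growth medium on 0.1% gelatin-coated wells; Read-out basis: percent E-selectin-positive cells; Signal: immunofluorescence imaging; Control set: TNF-alpha, DMSO.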
XiGFP reactiv: activators of inactive X chromosome reactivation, primary screen, imaging, XiGFP fibroblasts, GFP high-content imaging, set 2; 0.055% of 360,000 active; activation, % at 7.58 µM; XiGFP mouse fibroblasts, % GFP-positive cells imaging, 3 d; cells co-treated with 5-aza-dC sensitizer; scaled so ellipticine positive control = 100%;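 active = mean normalized replicate activation at least 10% and every replicate at or above 10%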;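 also: 0% = median of on-plate neutral control wells and 100% = ellipticine 6 µM median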
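Material: XiGFP fibroblasts, SV40-immortalized; Buffer or medium: DMEM containing 5-aza-dC; Compound dosing: single point; Times: 3 days compound exposure.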
RAD54 branch: inhibitors of human RAD54 branch migration, primary screen, biochemical, fluorescence, single point. DNA repair and recombination protein RAD54-like (Homo sapiens), Q92698. RAD54 Holliday junction branch migration, FAM/BHQ fluorescence. inhibition, % at 10.4 µM. 0.14% of 360,000 active. AID 602329, 2012;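 active = mean normalized replicate activity at least 40 and at least half of replicates scoring 40 or more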;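 also: 0% = median of neutral control wells and 100% = median of positive control wells; inhibitors cause a drop in the FAM fluorescence signal; in these data hits start at about 50%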
ERp5 inh: inhibitors of ERp5-driven insulin aggregation, primary screen, biochemical, turbidity, absorbance 650 nm, single point; 90 min; AID 651711, 2012; 0.05% of 350,000 active; inhibition, % at 9.99 µM; Protein disulfide-isomerase A6 (Homo sapiens), Q15084;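 active = mean replicate inhibition above about 25%, with every replicate also reaching it, limit read from the data, passing the limit was not always enough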
Target sequence (Q15084 whole entry, looked up): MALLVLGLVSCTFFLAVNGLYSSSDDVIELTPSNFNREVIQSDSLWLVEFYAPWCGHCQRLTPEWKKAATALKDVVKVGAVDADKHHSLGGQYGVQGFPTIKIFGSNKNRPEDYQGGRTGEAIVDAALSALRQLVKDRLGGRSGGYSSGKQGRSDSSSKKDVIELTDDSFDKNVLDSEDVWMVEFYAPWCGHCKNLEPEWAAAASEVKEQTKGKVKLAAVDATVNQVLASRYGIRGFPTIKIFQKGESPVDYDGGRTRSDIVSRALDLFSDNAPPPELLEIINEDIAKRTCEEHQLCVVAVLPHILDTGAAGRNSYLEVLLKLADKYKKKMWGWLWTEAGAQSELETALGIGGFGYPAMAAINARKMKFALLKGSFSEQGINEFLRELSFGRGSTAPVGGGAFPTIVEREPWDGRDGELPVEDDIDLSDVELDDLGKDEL
ERAP1 HTS inh: human ERAP1 aminopeptidase inhibitors, primary screen, biochemical, single point, plate reader | recombinant ERAP1, Leu-AMC fluorescence, 60 min | Endoplasmic reticulum aminopeptidase 1 (Homo sapiens), Q9NZ08 | inhibition, % at 10.7 µM | 0.15% of 340,000 active | AID 652197, 2013;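 active = mean replicate inhibition of at least 30%, or all replicates individually reaching that 30% level; inactive = mean below 30% and not every replicate reaching it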;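 also: 0% = neutral control wells and 100% = L-leucinethiol positive control wells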
esBAF inh: Bmi1 luciferase reporter increase in mESCs, primary screen, esBAF inhibitor project, mouse ES cells, Bmi1 luciferase knock-in, single point; 24 h; 100% = twice the neutral-well signal; reporter increase, % at 12.5 µM; 2% of 350,000 active; in the data active = activation above about 40%;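 also: 0% = median of the plate's neutral control wells and 100% = double that signal; a rise in the Bmi1 reporter signal indicates esBAF inhibition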
RAD52 inh: RAD52 DNA annealing inhibitors, primary screen, biochemical, FRET, single point, set 2 | 0.46% of 360,000 active | DNA repair protein RAD52 homolog (Homo sapiens), P43351 | AID 651710, 2012 | recombinant RAD52 DNA annealing, FRET fluorescence | inhibition, % at 18.7 µM;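 active = every replicate showing at least 50% inhibition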
An asterisk follows results filed as active; · = no result given; & = joins results of further samples.

SMILES	S100A4 inh HTS	E-selectin induc	XiGFP reactiv	RAD54 branch	ERp5 inh	ERAP1 HTS inh	esBAF inh	RAD52 inh
C[C@H](CO)N1C[C@H](C)[C@H](CN(C)C(=O)Nc2ccc3c(c2)OCO3)OCCCC[C@H](C)Oc2ccc(NS(=O)(=O)c3ccc(F)cc3)cc2C1=O	·	-0.2	0.1	-4	·	·	13	·
O=C(Nc1ccc(-c2nc3cccnc3s2)cc1)c1ccco1	26	-0.7	0.1	3	3	3	-7	-109
CC(C)C[C@H]1COc2c(Cl)cccc2S(=O)(=O)N1Cc1cccc(Cl)c1	0	-0.1	-0.1	·	0	-3	·	5
Cc1ccc([C@@H]2CC=C(C(=O)O)[C@H](c3ccccc3F)N2S(=O)(=O)c2ccccc2C)cc1	0	0.0	-0.1	4	-4	-1	4	7
CC(C)(C)c1ccc(CCC2OCC(CN3CCOCC3)O2)cc1 (stereo unspecified)	-8	0.4	-0.1	·	0	-5	·	-14
COc1ccc(S(=O)(=O)c2c(O)c3ccc(C(=O)Nc4ccccc4Cl)cc3[nH]c2=O)cc1	3	-0.1	0.1	13	-2	2	-2	-25
COc1cccc(NC(=O)N2[C@@H]3CNC[C@H]2C3c2ccc(-c3cccnc3)cc2)c1 (stereo partly specified)	3&3	0.0&-0.1	0.0&0.1	·	-7&1	-1&-1	·	0&-5
COc1ccc(NC(=O)CSc2ncccn2)cc1S(=O)(=O)N1CCCCC1	-6	·	0.8	-13	-1	-3	-4	-11
CSCCC(NS(=O)(=O)c1ccccc1F)C(=O)NCc1cccs1 (stereo unspecified)	0	-0.4	0.0	8	0	-1	-7	-5
Cc1noc(C)c1S(=O)(=O)N(C)C[C@H]1Oc2ccc(NS(=O)(=O)c3cccs3)cc2C(=O)N([C@@H](C)CO)C[C@H]1C	13	-0.5	-1.2	14	4	0	-4	-2
CN(C)Cc1csc(NC(=O)Nc2cccc(C(F)(F)F)c2)n1	-1	0.2	-0.1	7	-1	-1	1	15
CC(C)CC#Cc1cnc2c(c1)C(=O)N([C@@H](C)CO)C[C@@H](C)[C@@H](CN(C)C(=O)CN1CCOCC1)O2	4	0.1	-0.8	-5	-2	2	0	0

Next section; the last 5 above are carried over.
SMILES	S100A4 inh HTS	E-selectin induc	XiGFP reactiv	RAD54 branch	ERp5 inh	ERAP1 HTS inh	esBAF inh	RAD52 inh
COc1ccc(NC(=O)CSc2ncccn2)cc1S(=O)(=O)N1CCCCC1	-6	·	0.8	-13	-1	-3	-4	-11
CSCCC(NS(=O)(=O)c1ccccc1F)C(=O)NCc1cccs1 (stereo unspecified)	0	-0.4	0.0	8	0	-1	-7	-5
Cc1noc(C)c1S(=O)(=O)N(C)C[C@H]1Oc2ccc(NS(=O)(=O)c3cccs3)cc2C(=O)N([C@@H](C)CO)C[C@H]1C	13	-0.5	-1.2	14	4	0	-4	-2
CN(C)Cc1csc(NC(=O)Nc2cccc(C(F)(F)F)c2)n1	-1	0.2	-0.1	7	-1	-1	1	15
CC(C)CC#Cc1cnc2c(c1)C(=O)N([C@@H](C)CO)C[C@@H](C)[C@@H](CN(C)C(=O)CN1CCOCC1)O2	4	0.1	-0.8	-5	-2	2	0	0
O=C(Cc1csc(-c2cccc(F)c2)n1)Nc1cccc(S(=O)(=O)NC2=NCCC2)c1	-3	-0.2	0.1	-10	-3	0	1	-5
O=S(=O)(c1ccccc1)N1CC[C@@H]2[C@H]1c1cc(C#Cc3cccc(F)c3)ccc1N[C@@H]2CO	·	-0.1	0.3	0	-7	·	1	·
CC(C)NC(=O)C1(C)Cc2c(-c3ccc(C(N)=O)cc3)ccnc2O1 (stereo unspecified)	3	-0.1	0.0	1	-4	6	10	-5
Cc1cc2c(cc1C)-c1nnnn1C(N1CCCC1)C(=O)N2 (stereo unspecified)	-1	-0.2	0.4	·	2	0	·	-3
O=C1CN(C(=O)COC(=O)c2ccc[n+]([O-])c2)c2ccccc2N1	-5	·	0.0	-4	-1	-6	-8	-8
O=C(CN1CCN(Cc2cccc(Cl)c2)C1=O)NCC1CCCO1 (stereo unspecified)	5	-0.1	-0.1	1	2	-3	0	3
COc1ccccc1N1CCN(C(=O)c2ccccc2N(C)S(=O)(=O)c2ccc(C)cc2)CC1	2	·	0.1	0	4	2	-3	-7
CC(=O)N(CC1CCC1)C[C@@H]1N[C@@H](CO)[C@H]1c1ccc(C2=CCCC2)cc1	-6	0.1	0.0	1	-1	·	0	-1
Fc1cccc(F)c1-n1c(CN2CCCC2)csc1=S	5	·	0.0	·	-1	2	·	-20
O=C(c1ccc2c(=O)n3c(nc2c1)CCCCC3)N1CCc2ccccc21	-16	·	-0.2	-1	6	-1	16	-12
Cn1nc(C(=O)NNC(=O)c2ccc(Cl)c(S(N)(=O)=O)c2)c2ccccc2c1=O	-1	·	0.0	-13	7	1	-2	12
COc1ccc(S(=O)(=O)Nc2ccc3c(c2)C(=O)N([C@@H](C)CO)C[C@H](C)[C@H](CN(C)S(=O)(=O)c2ccc(F)cc2)OCCCC[C@H](C)O3)cc1	-34	0.1	0.4	-7	20	0	4	-67
CC1(C(=O)NCCc2ccccc2)Cc2c(-c3cccc(C(F)(F)F)c3)ccnc2O1 (stereo unspecified)	2	1.3	0.0	-8	-3	2	0	10
C[C@@H]1CN([C@H](C)CO)C(=O)c2cc(-c3cncnc3)cnc2O[C@H]1CN(C)Cc1ccncc1	-6	-0.1	-1.1	-8	-2	-2	2	1
Cc1ccccc1OCC(=O)Nc1nnc(C2CCCC2)s1	-7	·	0.1	5	1	1	3	-17
C[C@H]1CN([C@@H](C)CO)C(=O)c2cc(NS(=O)(=O)c3ccc(Cl)cc3)ccc2O[C@H]1CN(C)S(=O)(=O)c1cn(C)cn1	-22	-4.5	0.4	-8	-8	0	-2	0
CCCC[N+](CC#CCO)(CC#Cc1ccccc1)CCCC	-1	·	0.0	·	4	-2	·	-11
CC(C)NC(=O)[C@]1(C)CCC[C@@]2(C)C3CC[C@@]4(C)C[C@]3(CCC21)CC4=O (stereo partly specified)	-1	-0.1	-0.2	0	2	0	-3	-14
C/C(=N\NC(=O)CSCc1ccc([N+](=O)[O-])cc1)c1cccc(Br)c1	-2	0.0	0.0	6	-4	-1	-8	-19
CSc1nc(O)c(C(c2ccc(OC(C)C)cc2)c2c(O)nc(SC)[nH]c2=O)c(=O)[nH]1	-3	0.0	0.3	·	4	·	·	-7
CCn1nc(NS(=O)(=O)c2ccccc2[N+](=O)[O-])c2cc3cccc(C)c3nc21	-3	·	0.0	-15	2	3	3	-9
COc1ccc(NC(=O)Nc2ccc3c(c2)C(=O)N([C@H](C)CO)C[C@@H](C)[C@H](CN(C)Cc2ccccc2)OCCCC[C@H](C)O3)cc1	5	0.0	-0.1	7	3	-3	6	59*
C=CCN(CC=C)C(=O)c1ccc(OC2CCN(C(C)=O)CC2)c(OC)c1	-1	·	0.1	-4	-2	-3	0	-4
O=C(CN1C(=O)NC2(CCOc3ccccc32)C1=O)Nc1ccc(F)c(F)c1F (stereo unspecified)	3	·	0.0	·	1	-1	·	-12
COc1ccc2[nH]cc(CCNC(=O)CS(=O)(=O)Cc3ccccc3)c2c1	1	·	0.0	-20	2	-1	-3	-12
CC(=O)Nc1ccc(S(=O)(=O)NC(C)C(=O)NCCc2ccc(F)cc2)cc1 (stereo unspecified)	-4	·	0.0	·	-5	-3	·	-12
Cc1ccc(CCNC(=O)c2cc(-c3ccncc3)nc3ccccc23)cc1	-2	2.1	0.0	8	4	1	-2	-9
COc1ccc(NC(=O)CSCC(=O)NC2(C)CCS(=O)(=O)C2)cc1 (stereo unspecified)	1	-0.3	0.3	1	5	0	-7	-2
Cc1cccn2cc(-c3ccc(F)cc3)cc12	-4	·	0.0	-7	1	2	11	-20
CCCN(CC(=O)Nc1ccc(Cl)cc1Cl)Cc1cc(=O)n2ccsc2n1	-12	-0.2	-0.1	5	10	1	-3	-20
C[C@@H]1CN([C@H](C)CO)C(=O)c2cc(NC(=O)c3ccncc3)ccc2O[C@@H]1CN(C)Cc1ccc(Cl)c(Cl)c1	37	0.1	-1.2	-5	-3	2	-2	14
CCc1nn(CC(=O)N(C)C2CCCCC2)c(=O)c2cc3cc(C)ccc3n12	1	0.0	-0.1	-6	4	2	-12	0
Cc1cccc(CN2CCOCCS2(=O)=O)c1	0	·	0.3	0	0	-1	-14	-10
CCc1ccc(N2CC(C(=O)N3CCCC3)CC2=O)cc1 (stereo unspecified)	-2	0.0	0.0	·	-7	0	1	13
NC1=NC(=O)C2(COC(c3cccnc3)OC2)S1 (stereo unspecified)	-4	·	0.0	-5	7	1	-2	-14
CN1C(=O)c2cc(NC(=O)Cc3cccs3)ccc2OC[C@H]2O[C@@H](CC(=O)N[C@H]3CCN(Cc4ccccc4)C3)CC[C@@H]21	·	0.2	0.1	2	-7	·	-6	22
COc1ccccc1-n1c(=O)[nH]c2c(C(N)=O)nc(C3CCCCC3)nc21	-2	5.0	0.5	-1	-3	-2	2	-6
C[C@H]1CN([C@@H](C)CO)C(=O)c2cccc(NS(=O)(=O)c3ccc(Cl)cc3)c2O[C@@H]1CN(C)S(=O)(=O)c1cccs1	-1	-3.1	0.1	0	-8	-4	0	-28
CC(=O)NC[C@@H]1[C@H](c2ccc(-c3ccccc3F)cc2)[C@H](CO)N1C(=O)C1CC1	1	0.0	0.4	5	-2	-1	4	-8
Cc1c(C)n(CC(O)CSc2ccccc2)c2ccccc12 (stereo unspecified)	2	4.5	0.0	·	-4	·	·	-5
C[C@H]1CN([C@@H](C)CO)C(=O)Cc2cc(NC(=O)Cc3ccccc3)ccc2O[C@@H]1CN(C)S(=O)(=O)c1cccs1	5	0.6	-1.3	3	-1	-1	-5	-10
Cc1ccc(SCC(=O)N2CCC(C(N)=O)CC2)cc1	-1	·	0.6	·	4	3	·	-9
C/C(=N\Nc1ccc(C(F)(F)F)cc1[N+](=O)[O-])C(C)C	3	·	0.0	-2	2	7	·	1
COc1ccc(OC)c(Nc2nc(-c3ccccc3O)nc3ccccc23)c1	3	·	0.0	·	0	-2	·	-15
COc1cc(NC(=O)CCNC(=O)Cn2cnc3sc4c(c3c2=O)CCCC4)cc(OC)c1OC	-4	·	0.2	7	0	0	-1	-12
O=C(c1ccc(Cl)cc1)N(Cc1ccc(Br)cc1)N1C(=O)CCC1=O	-4	·	0.1	·	3	-1	·	6
Cc1cc(C(=O)COc2cccnc2[N+](=O)[O-])c(C)n1-c1ccccc1	-22	·	0.0	·	9	0	·	-45
CCN(CC(=O)Nc1ccc2c(c1)OCCO2)C(=O)c1cccc(OCC(C)C)c1	-4	-0.9	0.5	4	-3	-5	7	-67
COc1ccc(N2CCC(CNC(=O)Nc3ccc(C)c(C)c3)C2)cc1 (stereo unspecified)	-6	1.7	0.0	-9	2	5	-9	21
